Source: PubChem BioAssay
Chronic BCR inh – chronic active BCR signaling inhibition. ABC-DLBCL IkBa-CBG/CBR reporter, luminescence ratio, 4 h. Potency, µM (titrated, usually from 46.1 µM), for the others: at the highest dose ratio change, negative = lower green/red ratio, actives largely listed as inhibitors. 340,000 tested, 0.05% active. AID 493014; active = well fitted inhibition curve with a large enough effect in the signal ratio, with a control signal flat, not every such curve was filed as active; inconclusive = small, poorly fitted or top-dose-only effect, or effect the other way, or a change in a side signal; the % refers to the signal ratio;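 also: potency is read from the fitted curve at half-maximal effect; plate controls were basal doxycycline-induced cells for no effect and cells given 10 µM MG132 for full effect; MG132 reads +100%, hits lower the ratio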
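Doxycycline induced both beetle luciferases in TMD8 lymphoma cells; IKK-driven degradation limits the IkappaBalpha-fused green signal, while red luminescence normalises for cell number and nonspecific effects. Compounds tested up to 46 uM, 4 hrs.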
ELG1 repair inh – blocks ELG1-dependent DNA repair in HEK293T cells | 330,000 tested, 2.3% active | Potency, µM (series often up to 46.1 µM), for inactives: at the top dose activity change, negative = inhibition, most hits filed as inhibitors | HEK293T ELG1-luciferase reporter, luminescence, 16 h; DNA damage induced by 5-fluorouridine; also: potency is read from the fitted curve at half-maximal effect; % is scaled to controls: 0 for no effect and ±100 for the full control effect; nearly all actives have a fitted effect of over 55% in size
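Luminescence from the luciferase reporter, measured 30 min after ONE-Glo reagent at room temperature, was the read-out. Beforehand, 2,000 cells per well were exposed for 16 hr at 37 °C to 5-fluorouridine together with compound or vehicle.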
TCR act – T cell receptor activation | AID 504894 | primary human leukocytes, anti-CD3, IL-2 HTRF, 48 h | 330,000 tested, under 10 active | Potency, µM (doses to about 9.22 µM), without a hit: at the highest dose activation of IL-2 secretion, most hits filed as activators; also: % of control where 0% means no effect
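IL-2 release read by HTRF sandwich (Eu cryptate donor, d2 acceptor, 665 nm emission) after 48 hr exposure of primary human leukocytes to compound together with anti-CD3 beads in the absence of co-stimulatory signals.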
Tb PFK block – T. brucei PFK enzyme inhibition; O15648; T. brucei PFK, ADP-Glo luminescence; Potency, µM (top dose mostly 57.5 µM), for the others: at the highest dose activity, negative = inhibition, hits mostly inhibitors; 330,000 tested, 0.17% active;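 also: potency is read from the fitted curve at half-maximal effect; 0% = uninhibited 1x PFK enzyme wells and -100% = no-enzyme wells; nearly all actives have a fitted effect of over 60% in size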
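PFK 1.25 nM, F6P 0.5 mM, ATP 0.1 mM, 0.1 M TEA pH 8.0, 5 mM MgCl2, 0.01% Tween20, 0.1% BSA; 45 min RT. ADP-Glo readout. qHTS titration up to 57 uM; curves fitted, compounds curve-classed.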
Mito fusion act – blocks mitochondrial division or promotes mitochondrial fusion; S. cerevisiae fusion-defective mutant growth rescue, CellTiterGlo 48 h; Potency, µM (highest dose often 46.1 µM), without a hit: top-dose growth rescue (activation), hits mostly activators; 320,000 tested, 0.23% active;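 also: potency is read from the fitted curve at half-maximal effect; % of control where 0% means no effect; nearly all actives have a fitted effect of over 45% in size; temperature-sensitive fusion mutants such as fzo1-1 at 37 °C on non-fermentable ethanol glycerol medium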
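S. cerevisiae fusion-defective temperature-sensitive mutants (e.g. fzo1-1, mgm1-5) grown 48 h at 37C in YPEG (ethanol/glycerol non-fermentable) medium with 23 nl compound per well; growth rescue read as CellTiterGlo luminescence.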
Eya2 phos inh – Eya2 (human) phosphatase inhibition; O00167; recombinant Eya2, OMFP fluorescence dephosphorylation (OMFP is methylfluorescein phosphate); Potency, µM (highest dose often 76.9 µM), inactives show at the top dose activity, negative = inhibition, usual class: inhibitors; 330,000 tested, 0.006% active; AID 488837; also: potency is read from the fitted curve at half-maximal effect; % is scaled to controls: 0 for no effect and ±100 for the full control effect
Target sequence (O00167 whole entry, looked up): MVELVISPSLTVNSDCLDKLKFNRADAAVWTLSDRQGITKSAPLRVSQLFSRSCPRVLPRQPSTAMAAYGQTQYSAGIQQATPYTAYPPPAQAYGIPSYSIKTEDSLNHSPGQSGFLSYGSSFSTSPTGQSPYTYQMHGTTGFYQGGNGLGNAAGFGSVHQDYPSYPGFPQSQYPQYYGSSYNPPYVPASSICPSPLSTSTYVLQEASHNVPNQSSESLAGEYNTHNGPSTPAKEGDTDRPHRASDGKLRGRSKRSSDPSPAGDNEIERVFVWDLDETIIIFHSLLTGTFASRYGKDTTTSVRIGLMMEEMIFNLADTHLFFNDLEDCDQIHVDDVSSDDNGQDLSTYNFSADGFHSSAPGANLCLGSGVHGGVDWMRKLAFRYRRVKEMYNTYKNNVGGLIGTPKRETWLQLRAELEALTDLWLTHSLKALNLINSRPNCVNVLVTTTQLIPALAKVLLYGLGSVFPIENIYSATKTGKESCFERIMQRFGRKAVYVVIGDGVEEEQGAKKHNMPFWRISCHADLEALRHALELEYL
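Eya2 (0.2 uM) preincubated 10 min at ambient with compound, then OMFP substrate added at 50 uM; 10 min reaction in 50 mM HEPES pH 7.5, 50 mM NaCl, 5 uM MgCl2, 0.05% BSA, 1 mM DTT. Fluorescence read at Ex 485/Em 525 nm.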
B2AR arrestin – agonists driving beta-arrestin recruitment to human beta2-adrenergic receptor; beta-arrestin recruitment to beta2AR, cell-based reporter; Potency, µM (series often up to 46.1 µM), without a hit: at the top dose activation, hits mostly activators; 330,000 tested, 0.02% active; AID 492947;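 also: potency is read from the fitted curve at half-maximal effect; 0% = DMSO controls and full agonism = EC100 isoproterenol or metaproterenol; nearly all actives have a fitted effect of over 65% in size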
USP2a block – inhibitors of human ubiquitin-specific protease USP2a | O75604 | USP2 core, Ub-CHOP2 coupled fluorogenic reporter, 485/531 | Potency, µM (titrated, usually from 38.3 µM), without a hit: at the top dose activity change, negative = inhibition, actives largely listed as inhibitors | 330,000 tested, 0.01% active;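 also: potency is read from the fitted curve at half-maximal effect; plate controls were DMSO wells for no effect and full inhibition by NEM control for full effect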
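Deubiquitinase activity read as fluorescence (485/531 nm) after Ub-CHOP2 cleavage activates the enterokinase reporter on its substrate; USP2 core 10nM, Ub-CHOP2 and substrate 25nM each, 30min compound preincubation then 60min RT; data normalized to NEM, curves fitted.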
TSG101-PTAP inh – blocks PTAP/TSG101 interaction to inhibit HIV-1 budding. Fluorescence polarization, FITC-PTAP peptide / Tsg101 binding. Potency, µM (doses to about 115 µM), for inactives: at the highest dose activity change, negative = inhibition, actives largely listed as inhibitors. 340,000 tested, under 10 active. AID 493005; active = well fitted inhibition curve with a large enough effect in the main read-out, with a control signal flat, not every such curve was filed as active; inconclusive = small, poorly fitted or top-dose-only effect, or effect the other way, or a change in a side signal; inactive = no such curve, though single readings can be large or run the other way; also: potency is read from the fitted curve at half-maximal effect; % of control where 0% means no effect
Target sequence (Q99816 whole entry, looked up): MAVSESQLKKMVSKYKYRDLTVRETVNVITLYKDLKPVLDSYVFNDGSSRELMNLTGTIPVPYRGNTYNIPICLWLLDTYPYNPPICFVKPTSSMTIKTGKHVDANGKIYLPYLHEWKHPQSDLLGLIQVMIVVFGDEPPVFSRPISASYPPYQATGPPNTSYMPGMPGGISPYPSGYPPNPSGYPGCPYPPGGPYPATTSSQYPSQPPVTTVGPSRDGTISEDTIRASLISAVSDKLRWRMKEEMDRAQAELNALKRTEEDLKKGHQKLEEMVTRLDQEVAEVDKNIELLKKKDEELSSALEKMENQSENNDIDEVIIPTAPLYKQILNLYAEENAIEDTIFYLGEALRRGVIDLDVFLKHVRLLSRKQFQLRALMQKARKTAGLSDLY
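Fluorescence anisotropy tracks displacement of a FITC-tagged PTAP peptide (50 nM) from the Tsg101 binding domain (10 uM), following a 20 min room-temperature incubation at pH 7.5.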
uPA generation – cell surface uPA generation inhibition. cell surface uPA generation assay, qHTS. Potency, µM (titrated, usually from 38.3 µM), for inactives: at the highest dose activity change, negative = inhibition, most hits filed as inhibitors. 330,000 tested, 0.31% active. AID 540303; active = well fitted inhibition curve with a large enough effect; inconclusive = small, poorly fitted or top-dose-only effect; inactive = no such curve, though single readings can be large or run the other way; tested in mouse RAW 264.7 cells; also: potency is read from the fitted curve at half-maximal effect; % is scaled to controls: 0 for no effect and ±100 for the full control effect; nearly all actives have a fitted effect of over 55% in size
TSHR antag – blocks TSH signaling through the human TSH receptor; P16473; activity change, negative = inhibition, % at 11.5 µM; TSHR-expressing cells, TSH-stimulated cAMP HTRF, 2 h; active compounds read low; AID 504810; 330,000 tested, 0.2% active;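 active = activity change below a set negative limit, meaning inhibition stronger than a set level, cut at about -70% in these data; inconclusive = activity change between two set negative limits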; also: % is scaled to controls: 0 for no effect and ±100 for the full control effect
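Inhibition of cAMP made by TSHR-expressing cells under TSH stimulation (4nM final, EC80; 2 h, 37 deg C) is quantified with a one-step lysis HTRF kit, anti-cAMP cryptate versus cAMP-d2.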
* hit, by the source's call; ? = inconclusive; / = no result given; & = joins results of further samples; [ ] = dose if it differs, or a comment. Unless noted, calls follow the shape of the dose curve; as a rule, active = well fitted curve in the direction sought with a large enough effect; inconclusive = small, poorly fitted or top-dose-only effect, or another doubt; inactive = no such curve, though single readings can be large; an effect the other way counts as inactive or inconclusive. The list is partial; rates above refer to the full screens.

SMILES	Chronic BCR inh	ELG1 repair inh	TCR act	Tb PFK block	Mito fusion act	Eya2 phos inh	B2AR arrestin	USP2a block	TSG101-PTAP inh	uPA generation	TSHR antag
Cc1oc2cc3oc(=O)c(CCC(=O)NCCCn4ccnc4)c(C)c3cc2c1C	11%	-5%	14%	0%	4%	1%	-0.9%	1%	-4%	?	13
Cc1csc(=N)n1Cc1ccccc1	0%	-14%	-3%[46.1 µM]	0%	-7%	-8%	0.1%	1%	-1%	-2%	5
O=C(NC12CC3CC(CC(C3)C1)C2)OC1CN2CCC1CC2 (stereo unspecified)	?	9%	10%	-1%	-8%	13%	-0.3%	-2%	-4%	-7%	-2
CN1C(=O)N(C)C(=O)C(CCc2ccncc2)(CCc2ccncc2)C1=O	10%	7%	0%	1%	1%	-10%	0.0%	-1%	-4%	-1%	-7
CCCCCCn1c(=O)c(C(=O)Nc2cccc(C)n2)c(O)c2ccccc21	-1%	1%	/	2%	-1%	-4%	-1.1%	2%	1%	1%	2
Cc1sc2ncn(CC(=O)N3CCC4(CC3)OCCO4)c(=O)c2c1C	0%	15%	5%	6%	-6%	8%	-0.2%	1%	-1%	-3%	4
O=C(O)COc1ccccc1/C=C1\C(=O)NC(=O)N(CCC2=CCCCC2)C1=O	3%	0%	-4%	8%	-5%	-6%	0.0%	2%	-6%	2%	-16
O=C(CCNS(=O)(=O)c1ccccc1)Nc1ccc(Cl)cc1C(=O)c1ccccc1	0%	?	0%[46.1 µM]	-2%	19%	-16%	0.1%	-4%	-1%	-10%	30
CCCCC(CC)COCCCN=Cc1c(O)[nH]c(=S)[nH]c1=O (stereo unspecified)	?	?	-4%	0%	11%	-24%	0.1%	10%	5%	?	-14
CSc1ccccc1NC(=O)CN(C)CC(=O)c1[nH]c(C)c(C(C)=O)c1C	?	16µM*	0%[46.1 µM]	-2%	/	-3%	-0.8%	4%	0%	-2%	2
CN1CCN(C(=O)Cc2nc3ccccc3[nH]2)CC1	-1%	12%	2%	3%	-1%	-3%	5.3%	3%	-5%	-2%	4
CC(C)NP(=O)(NC(C)C)OP(=O)(NC(C)C)NC(C)C	0%	18%	-11%	-1%	-5%&-9%	9%&2%	0.4%	1%	0%	6%	-12&2
O=[N+]([O-])c1cccnc1N1CCCNCC1	-1%	-5%	-5%	1%	9%	3%	-0.7%	3%	0%	2%	1
C[n+]1c2ccccc2nc2ccc(NCCO)cc21	?	8.2µM*	12%	?	-22%	-17%	-1.1%	-12%	-10%	-6%	-46
O=C(CN1CCCCC1)c1ccccc1Cl	-19%	?	8%[46.1 µM]	-10%	-1%	7%	-0.7%	0%	-4%	2%	6
CCOC(=O)c1ccc(N=C(c2ccccc2)c2c(O)n(C)c(=O)n(C)c2=O)cc1	-2%	-17%	-4%	0%	-19%	-3%	0.0%	3%	-2%	2%	5
CC(=NCc1ccco1)c1c(O)n(Cc2ccccc2)c(=O)[nH]c1=O	2%	-27%	5%	2%	4%	21%	0.5%	10%	-5%	-2%	2
CC12CN3CN(C1)CC(c1ccccc1)(C3)C2=O	?	-3%	5%[46.1 µM]	-4%	0%	-4%	-0.5%	3%	-5%	-4%	8
C/C(=N\N1CCN(C)CC1)c1c(O)[nH]c(=O)[nH]c1=O	-3%	27%	4%[46.1 µM]	0%	-3%	-1%	-2.1%	1%	-2%	0%	13
O=C1NC(c2cccnc2)Nc2sc3c(c21)CCCC3 (stereo unspecified)	?	?	-1%[46.1 µM]	0%	1%	5%	0.0%	3%	-6%	-2%	-8
O=C(N/N=C/c1c(O)n(Cc2ccc(F)cc2)c(=O)[nH]c1=O)c1ccccc1	?	-22%	0%	1%	-1%	-18%	0.0%	11%	-2%	1%	-6
CN1CCC(OC(=O)Cc2ccccc2)CC1	0%	2%	7%	1%	-1%	-4%	3.1%	3%	-10%	0%	1
O=C1NC(=O)N(c2ccccc2)C(=O)/C1=C/c1ccoc1	0%	4%	-2%	14%	-2%	?	0.2%	25%	2%	6%	6
O=P(/C(=N/O)N1CCOCC1)(N1CCOCC1)N1CCOCC1	7%	-1%	-4%	0%	-7%	18%	0.3%	2%	-3%	3%	6
CCOCCCN=Cc1c(O)n(Cc2ccccc2)c(=O)[nH]c1=O	5%	-6%	-1%	-5%	3%	0%	0.4%	-1%	-4%	2%	-1
O=C(CSc1nnc(NC(=O)c2ccccc2F)s1)NCc1ccc(F)cc1	4%	?	-10%	-3%	-4%	2%	-0.6%	-1%	-2%	-11%	6
CCC(=NCC1CCCO1)c1c(O)n(-c2ccccc2C)c(=O)[nH]c1=O (stereo unspecified)	11%	?	10%	0%	-2%	-2%	-0.2%	-7%	-1%	-1%	7
CCCN1CCC[C@@H]2Cc3[nH]ncc3C[C@H]21	/	/	8%	/	-4%&-28%	3%&-2%	/	/	1%	0%	-10&-14
CC(=O)Nc1ccc(NC(=O)Oc2ccccc2)cc1	-10%	?	3%	3%[0.46 µM]	0%	14%	-0.9%	4%	-6%	-7%	2
CC(=O)C1C2c3ccccc3O[C@@]1(C)N=c1s/c(=C/c3ccoc3)c(=O)n12 (stereo partly specified)	?	-13%	-1%[46.1 µM]	12%	2%	0%	0.1%	0%	-4%	-4%	11
C(#CCN1CCCCC1)COCc1ccccc1	3%	?	6%	-9%	4%	0%	-0.3%	2%	-1%	5%	6
Cc1cccc(OP(=O)(Nc2cccnc2)Oc2cccc(C)c2)c1	?	?	4%[46.1 µM]	-5%	22%	-7%	-0.3%	-1%	-1%	3%	5
C=CCC[C@H](Cc1ccc(F)cc1)C(=O)OC[C@@H](Cc1c[nH]c2ccccc12)NC(=O)[C@H](CC=C)CC(=O)N(CCO)Cc1ccccc1	?	16µM*	11%	0%	/	-2%	0.0%	-9%	/	?	-13
CN1C(=O)c2ccccc2NC(=O)[C@]12O[C@@H]2c1ccccc1	?	19%	-41%	0%	-1%	-1%	-0.3%	4%	0%	5%	-2
CP(=O)(Nc1ccccc1)C(Cl)(Cl)Cl (stereo unspecified)	-2%	12%	-1%	-1%	-3%	2%	0.4%	3%	0%	-2%	6
Cc1nn(CCC#N)c2c1P(=S)(N1CCCC1)OC(c1ccc(F)cc1)=N2 (stereo unspecified)	-1%	-1%	1%	?	1%	-5%	0.0%	0%	-3%	13%	3
O=C(Nc1ccccc1Cl)Oc1ccc(-c2ccccc2)cc1	?	?	-6%	5%	-6%	-19%	0.8%	-2%	0%	-4%	4
O=C(NC1CCCCC1)C1CCN(C(=O)c2ccc(-c3ccccc3)cc2)CC1	0%	?	4%	0%	14%	-7%	-1.1%	0%	-7%	1%	-3
Cc1ccccc1N1C(=O)CC(=O)NC1=O	?	13%	-43%	-1%	1%	0%	-0.3%	-3%	-2%	3%	-2
CCCCOP(=O)(OCCCC)C(O)c1ccc(N(C)C)cc1 (stereo unspecified)	?	-24%	1%	0%	-3%	-26%	-0.8%	0%	-4%	-4%	-5
CC(=O)Nc1cc(C(=O)N2CCC3(CC2)OCCO3)ccc1S(=O)(=O)c1ccc(Cl)cc1	9%	-3%	-7%	0%	-1%	-9%	0.1%	3%	-2%	/	2
CN1CCC(OC(=O)C2c3ccccc3Oc3ccccc32)CC1	0%	2%	2%	-4%	-7%	4%	0.5%	-4%	-5%	-2%	0
CCOc1ccc(C2CC(c3c(O)n(C)c(=O)n(C)c3=O)=NN2)cc1 (stereo unspecified)	6%	?	2%	1%	-6%	9%	0.0%	-1%	-3%	-11%	3
Cc1ccc2c(c1)CC1(CN2C)C(=O)NC(=O)N(c2cc(C)ccc2C)C1=O (stereo unspecified)	?	5%	-15%	0%	5%	-6%	0.4%	-3%	-6%	3%	1
Cn1c2ccccc2c2c(C(=O)N3CCC4(CC3)OCCO4)cn(C3CCCCC3)c(=O)c21	?	?	-6%	0%	3%	5%	-0.3%	4%	-5%	-2%	-1
CCCCn1c(O)c(C(=O)/C=C/c2ccc3c(c2)OCO3)c(=O)[nH]c1=O	?	?	-2%	-4%	-6%	-8%	0.3%	7%	0%	1%	15
COC(=O)C1C(OC(=O)c2ccccc2)CC2CCC1N2C (stereo unspecified)	0%&1%	?	3%&6%	0%&2%	-2%	-45%&-1%	-0.8%&-0.2%	0%&4%	-1%&-3%	5%&2%	16&-1
